Bim-Bcl-W = inhibitors of Bim binding to Bcl-W, primary screen, biochemical, multiplexed, bead-based flow cytometry. Bcl-2-like protein 2 (Homo sapiens), Q92843. Bim peptide-Bcl-W binding. inhibition, % at 10 µM. 0.02% of 190,000 active;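 further: 0% = bound tracer without compound and 100% = peptide blocker; higher means less fluorescent Bim peptide bound to Bcl-W beads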
RGS8-Gao reg = RGS8-Galphao binding modulators, primary screen, biochemical, multiplexed bead flow cytometry; Guanine nucleotide-binding protein G(o) subunit alpha (Homo sapiens), P09471; actives lie on both sides; response (percent of control binding), % at 10 µM; 0.34% of 220,000 active; in the data active means response below about 60% or above about 140%; inactive means in between;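 further: Galphao activated as the GDP aluminium fluoride complex binding bead-coupled RGS8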
Target sequence (P09471 whole entry, looked up): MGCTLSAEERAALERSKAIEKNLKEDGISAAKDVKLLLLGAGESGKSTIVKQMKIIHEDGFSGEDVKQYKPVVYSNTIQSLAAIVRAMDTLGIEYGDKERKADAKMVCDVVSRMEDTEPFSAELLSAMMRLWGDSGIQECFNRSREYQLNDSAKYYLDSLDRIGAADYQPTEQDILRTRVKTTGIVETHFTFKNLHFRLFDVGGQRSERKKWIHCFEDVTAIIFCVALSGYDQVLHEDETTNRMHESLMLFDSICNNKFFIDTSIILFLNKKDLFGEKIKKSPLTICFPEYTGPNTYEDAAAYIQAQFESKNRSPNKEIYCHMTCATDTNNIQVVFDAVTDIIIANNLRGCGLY
Mcl1 Bid PPI = Mcl-1/Bid binding inhibitors, primary screen, biochemical, TR-FRET, 1536-well | Induced myeloid leukemia cell differentiation protein Mcl-1 (Homo sapiens), Q07820 | TR-FRET Mcl-1/Bid-Dy647 peptide binding | inhibition, % at 21.7 µM | 0.97% of 220,000 active;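 active means compounds that cut the binding signal by more than half at the single screening dose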;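 further: His-tagged Mcl-1 with europium anti-His antibody binding Bid BH3 peptide; 0% = Mcl-1 plus peptide wells and 100% = peptide-only wells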
Bfl-1 Bim block = inhibitors of Bim binding to Bfl-1, primary screen, biochemical, multiplexed, bead-based flow cytometry | Bcl-2-related protein A1 (Homo sapiens), Q16548 | inhibition, % at 10 µM | Bim-Bfl-1 binding inhibition | 0.12% of 190,000 active;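 further: 0% = wells without compound plus tracer and 100% = blocker peptide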
Bcl-2 Bim block = inhibitors of Bim-Bcl-2 binding, primary screen, biochemical, multiplexed, human Bcl-2 family; Bead-based flow cytometry, Bim peptide-Bcl-2 binding; inhibition, % at 10 µM; Apoptosis regulator Bcl-2 (Homo sapiens), P10415; 0.06% of 190,000 active; in the data active means inhibition above about 40%; inconclusive means no clear call, values can overlap the other calls;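 further: 0% = no compound wells with probe peptide and 100% = reference peptide inhibitor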
Target sequence (P10415 whole entry, looked up): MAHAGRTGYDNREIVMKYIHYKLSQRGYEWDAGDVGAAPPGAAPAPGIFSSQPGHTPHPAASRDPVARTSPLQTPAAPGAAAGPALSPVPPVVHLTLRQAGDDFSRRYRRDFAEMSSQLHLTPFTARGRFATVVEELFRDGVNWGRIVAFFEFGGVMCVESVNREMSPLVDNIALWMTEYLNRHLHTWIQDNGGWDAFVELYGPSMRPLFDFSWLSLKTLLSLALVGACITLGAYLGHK
Bim-Mcl-1 = inhibitors of Bim peptide binding to Mcl-1, primary screen, biochemical, bead-based flow cytometry, multiplex. Bim peptide-Mcl-1 binding. 0.1% of 190,000 active. inhibition, % at 10 µM;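 further: 0% = no compound tracer wells and 100% = peptide blocker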
RGS4-Gao reg = modulators of RGS4 binding to Galphao, primary screen, biochemical, multiplexed bead flow cytometry | Guanine nucleotide-binding protein G(o) subunit alpha (Homo sapiens), P09471 | actives lie on both sides | binding response (% of control), % at 10 µM | 0.33% of 220,000 active | AID 1415, 2008; in the data active means binding response below about 49% or above about 150%; inactive means in between;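 further: fluorescent Galphao activated with aluminum fluoride binding bead-coupled RGS4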
Mcl1-Noxa inh = Mcl-1/Noxa binding inhibitors, primary screen, biochemical, TR-FRET, 1536-well; Induced myeloid leukemia cell differentiation protein Mcl-1 (Homo sapiens), Q07820; TR-FRET Mcl-1/Noxa peptide binding, 2 h; inhibition, % at 21.7 µM; 1.5% of 220,000 active;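 active means compounds that cut the protein-peptide binding signal by more than 50% relative to plate controls in a single-dose test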;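 further: His-tagged Mcl-1 with rhodamine Noxa BH3 peptide and terbium anti-His antibody; 0% = Mcl-1 plus Noxa peptide wells and 100% = peptide-only wells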
Bim-Bcl-XL = inhibitors of Bim-Bcl-XL binding, primary screen, biochemical, multiplexed, bead flow cytometry, human Bcl-XL. Bcl-2-like protein 1 (Homo sapiens), Q07817. Bim peptide-Bcl-XL binding, fluorescence. inhibition, % at 10 µM. 0.04% of 190,000 active. AID 1007, 2008
Target sequence (Q07817 whole entry, looked up): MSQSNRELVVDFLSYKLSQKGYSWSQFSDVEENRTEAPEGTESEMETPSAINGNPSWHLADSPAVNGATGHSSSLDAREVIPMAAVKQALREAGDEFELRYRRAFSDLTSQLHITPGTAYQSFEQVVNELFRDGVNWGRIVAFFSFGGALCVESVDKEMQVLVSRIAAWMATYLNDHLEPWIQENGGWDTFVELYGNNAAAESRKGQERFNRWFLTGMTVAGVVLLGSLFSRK
RGS7-Gao reg = RGS7-Galphao binding modulators, primary screen, biochemical, multiplexed bead flow cytometry; Guanine nucleotide-binding protein G(o) subunit alpha (Homo sapiens), P09471; actives lie on both sides; binding response (% of control), % at 10 µM; 0.35% of 220,000 active; AID 1439, 2008; in the data active means binding response below about 49% or above about 150%; inconclusive means no clear call, values can overlap the other calls; inactive means in between;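 further: fluorescent Galphao held in activated GDP-AlF4 state binding bead-coupled RGS7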
Bcl-B Bim block = inhibitors of Bim-Bcl-B binding, primary screen, biochemical, multiplexed, human Bcl-2 family; Bcl-2-like protein 10 (Homo sapiens), Q9HD36; bead-based flow cytometry, Bim peptide-Bcl-B binding; inhibition, % at 10 µM; 0.073% of 190,000 active; AID 951, 2007;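 further: 0% = tracer peptide without compound and 100% = reference inhibitor peptide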
Target sequence (Q9HD36 whole entry, looked up): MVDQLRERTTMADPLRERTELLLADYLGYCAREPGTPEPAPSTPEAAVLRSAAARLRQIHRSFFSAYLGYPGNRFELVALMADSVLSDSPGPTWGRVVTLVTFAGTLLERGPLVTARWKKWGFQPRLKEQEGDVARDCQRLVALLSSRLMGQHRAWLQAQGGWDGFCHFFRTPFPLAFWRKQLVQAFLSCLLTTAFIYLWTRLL
Active calls of the source: *; ? = inconclusive; nt = no result given. Unless noted, no stated cut-off is given here; in the data, active means inhibition above about 40%.

SMILES	Bim-Bcl-W	RGS8-Gao reg	Mcl1 Bid PPI	Bfl-1 Bim block	Bcl-2 Bim block	Bim-Mcl-1	RGS4-Gao reg	Mcl1-Noxa inh	Bim-Bcl-XL	RGS7-Gao reg	Bcl-B Bim block
Cc1ccc(CNC(=O)CC2C(=O)Nc3c2c(=O)n(C)c(=O)n3Cc2ccccc2)cc1 (centres undefined)	-3.0	96.0	-8.1	-18.0	-10.0	-4.0	96.4	2.0	-8.0	95.0	-11.0
CCN1CCCC1CN(Cc1cc2ccc(C)cc2[nH]c1=O)C(=S)Nc1ccccc1C(=O)OC (centres undefined)	-1.0	100.0	47.1	0.0	1.0	-3.0	104.7	34.8	0.0	109.3	-12.0
CC(=O)c1c(C)[n+]([O-])c2ccc3c(non3O)c12	5.0	99.0	-17.2	-1.0	1.0	0.0	99.7	3.3	-2.0	?	-3.0
Cc1ccc(-n2cccc2C(=O)NS(=O)(=O)c2ccc(C)cc2)cc1	nt	101.0	-21.2	nt	nt	nt	104.1	4.4	nt	?	nt
O=C(CCCCl)Oc1ccc2cc(-c3ccc4ccccc4n3)c(=O)oc2c1	-6.0	99.8	-10.3	-6.0	1.0	-4.0	98.3	4.7	-4.0	98.6	-6.0
O=[N+]([O-])c1ccc(N=Cc2sc3ccccc3c2O)cc1	-3.0	103.6	23.2	2.0	-5.0	-2.0	101.7	33.1	-8.0	101.4	-8.0
CCS(=O)(=O)c1ccc(O)c(NC(=O)COc2ccc(Br)cc2)c1	-2.0	102.0	-30.3	-6.0	-3.0	1.0	103.4	-1.9	0.0	103.9	-2.0
Cc1onc(-c2ccc(Cl)cc2Cl)c1-c1csc(N/N=C/c2ccccc2Cl)n1	nt	88.1	-16.9	nt	nt	nt	85.8	-3.7	nt	?	nt
O=C1NC(=Nc2ccc(Cl)cc2)/C(=C/c2ccco2)S1	12.0	97.8	57.3*	12.0	19.0	4.0	89.6	65.9*	4.0	93.0	19.0
O=C1NC(=O)/C(=C\c2ccc(Oc3ccc([N+](=O)[O-])cn3)cc2)S1	0.0	93.0	-12.6	0.0	0.0	-2.0	96.7	22.9	-4.0	100.9	-2.0
COC(=O)c1ccccc1NC(=O)C(C)Oc1ccccc1 (centres undefined)	1.0	99.8	-17.0	-1.0	-2.0	-4.0	98.7	-19.2	-7.0	96.4	-4.0
O=C(NCc1cccnc1)c1ccc(Br)s1	nt	100.7	-1.8	nt	nt	nt	102.5	0.0	nt	?	nt
C=CCOc1c(Br)cc(CNn2cn[nH]c2=S)cc1OC	0.0	99.2	-44.2	0.0	-2.0	-1.0	102.9	30.3	-3.0	112.8	-14.0
Fc1cccc(Cl)c1Cn1nnc2c(N3CCC4(CC3)OCCO4)ncnc21	-1.0	97.7	8.5	-6.0	-4.0	-1.0	90.7	0.4	5.0	90.3	-5.0
CCOc1cccc(C(=O)N(Cc2ccc(F)cc2)C2CCS(=O)(=O)C2)c1 (centres undefined)	2.0	100.1	-6.0	-7.0	0.0	0.0	101.2	4.0	0.0	99.5	-4.0
CCCN=C(N)/C(C(=O)OCC)=C(\O)c1ccc(OC)cc1	0.0	93.5	-23.3	3.0	0.0	-3.0	94.8	-10.7	4.0	91.4	0.0
CC(C)(C)NC(=O)NC(=O)CN1CCN(c2ccccc2)CC1	-1.0	105.5	-42.0	-2.0	-2.0	0.0	106.5	8.9	0.0	?	-2.0
Cc1ccc(CCNC(=O)C23CN(Cc4ccccc4)CC2C(c2cccc([N+](=O)[O-])c2)=NO3)cc1 (centres undefined)	-1.0	110.5	-5.3	3.0	3.0	0.0	100.5	0.7	-2.0	100.6	0.0
CCN(CC)c1ccc([C@H]2[C@@H]3CCCC[C@]3(O)CCN2CC(=O)NCc2ccco2)cc1	nt	99.1	-41.8	nt	nt	nt	98.3	-10.0	nt	?	nt
O=C(C1CCCO1)N1CCN(C(=S)Nc2cccc(Cl)c2)CC1 (centres undefined)	-6.0	107.8	-46.5	-5.0	-1.0	-5.0	104.8	6.9	-6.0	104.6	-5.0
COc1cc(NCCCC(C)N)c2ncccc2c1 (centres undefined)	5.0	104.0	-74.8	5.0	6.0	2.0	110.5	24.1	3.0	106.2	21.0
CC(C)(C)OC(=O)N1CCC2(CC1)Oc1ccc(F)cc1C(=O)C21CC(c2cccnc2)=NO1 (centres undefined)	nt	100.7	-21.5	nt	nt	nt	103.5	-4.7	nt	?	nt
Cc1ccc(-n2ncc3c(NCc4ccccn4)ncnc32)c(C)c1	-1.0	102.7	8.8	-17.0	-13.0	-4.0	99.3	18.1	-5.0	93.1	-10.0
CCCC[C@@H]1CNC(=O)C(=O)N1CCCc1cc(OC)c(OC)c(OC)c1	nt	101.5	-38.8	nt	nt	nt	100.9	-6.8	nt	?	nt
Cc1onc(-c2ccccc2)c1C(=O)N1CCN(CCc2ccccc2)CC1	-4.0	102.1	-4.3	-2.0	-3.0	-4.0	100.0	6.4	-2.0	100.5	0.0

The final 2 records of the part above come first, to join the parts.
SMILES	Bim-Bcl-W	RGS8-Gao reg	Mcl1 Bid PPI	Bfl-1 Bim block	Bcl-2 Bim block	Bim-Mcl-1	RGS4-Gao reg	Mcl1-Noxa inh	Bim-Bcl-XL	RGS7-Gao reg	Bcl-B Bim block
CCCC[C@@H]1CNC(=O)C(=O)N1CCCc1cc(OC)c(OC)c(OC)c1	nt	101.5	-38.8	nt	nt	nt	100.9	-6.8	nt	?	nt
Cc1onc(-c2ccccc2)c1C(=O)N1CCN(CCc2ccccc2)CC1	-4.0	102.1	-4.3	-2.0	-3.0	-4.0	100.0	6.4	-2.0	100.5	0.0
COC(=O)c1sc(NC(C)=O)c(C(=O)OC)c1C	-7.0	103.6	-11.3	-23.0	-17.0	-8.0	99.5	-0.6	-16.0	100.6	-15.0
O=C(Nc1ccc(F)cc1F)C1(c2cccs2)CCOCC1	0.0	101.3	-5.0	-7.0	-7.0	0.0	103.2	12.1	-2.0	98.9	-4.0
Cc1cc(NC(=O)c2cc(-c3ccco3)on2)n(-c2ccccc2)n1	-5.0	100.3	-18.9	-25.0	-13.0	-7.0	101.7	5.6	-14.0	106.4	-11.0
COc1ccc2[nH]c3c(NCCCN4CCCC4=O)ncnc3c2c1	-3.0	104.2	-12.7	-12.0	-4.0	-1.0	108.6	4.6	0.0	101.0	-2.0
COc1ccc(N(C)C(=O)c2ccc3c(c2)nnn3C)cc1	2.0	100.6	-20.3	-4.0	-4.0	-1.0	104.8	-9.9	1.0	106.5	-2.0
Cc1cc(NC(=O)c2cc(-c3ccco3)on2)nn1Cc1ccc(Cl)cc1	0.0	99.2	-6.7	1.0	1.0	0.0	97.4	5.5	-5.0	97.2	-2.0
N#Cc1c(N2CCN(c3ccc(F)cc3)CC2)nc(N)c2c(N)nc3c(c12)CC(=O)N3C1CC1	1.0	93.8	-6.2	2.0	2.0	4.0	91.4	54.6*	4.0	88.6	2.0
CCCN1CNc2c(c(=O)[nH]c(=S)n2-c2ccccc2Cl)C1	-3.0	80.5	-33.3	5.0	2.0	-1.0	76.9	-6.5	-4.0	89.2	0.0
Cc1c(/C=N\NC(=O)c2cccc(F)c2)cnn1C	1.0	95.5	10.0	0.0	2.0	0.0	98.4	18.2	2.0	99.1	-2.0
NC(=O)CC(NC(=O)Cc1ccc(Cl)cc1)c1ccc(NC2CCCCC2)c([N+](=O)[O-])c1 (centres undefined)	nt	104.0	-36.1	nt	nt	nt	99.0	-1.5	nt	?	nt
COc1ccc(CCNC(=O)c2nonc2N)cc1OC	2.0	102.1	-10.2	-6.0	-6.0	-1.0	99.0	27.7	-7.0	96.2	-10.0
Cn1c(=O)c2c(nc(N3CCN(C(=O)c4ccco4)CC3)n2CCSc2ncccn2)n(C)c1=O	0.0	108.5	-5.4	-6.0	-3.0	1.0	104.1	-18.6	-1.0	105.2	-4.0
CSc1nnc(C)c(=O)n1COC(=O)/C=C/c1ccccc1	-4.0	99.8	-10.7	-5.0	-6.0	-5.0	102.6	8.9	-3.0	100.6	-4.0
Cc1cccc(-n2cc(CN(C)Cc3nccn3C)c(-c3cccc(F)c3)n2)c1	-3.0	103.8	-10.6	-8.0	-5.0	-4.0	101.7	15.8	-6.0	102.4	-6.0
O=C(COC(=O)Cn1cnc2ccccc2c1=O)NCC12CC3CC(CC(C3)C1)C2	-4.0	102.8	-5.7	0.0	0.0	-4.0	100.6	16.1	-6.0	102.9	-4.0
CC(C)c1ccc(NC(=S)NNC(=O)c2cccnc2)cc1	1.0	101.9	-87.2	3.0	-3.0	-3.0	102.6	-2.6	-5.0	101.2	-41.0
CCc1nc2ccccc2c(C(=O)OCC(=O)NCc2ccco2)c1C	2.0	102.4	-10.8	-6.0	-5.0	-5.0	106.8	5.0	-2.0	99.5	-7.0
CCc1ccc2[nH]c(=O)c(CN(CCN3CCCC3)C(=O)NC3CCCCC3)cc2c1	0.0	102.0	-26.9	-10.0	-2.0	-5.0	103.3	-13.2	-7.0	103.8	-6.0
COC(=O)Cc1c(O)ccn(CCc2ccc(OC)c(OC)c2)c1=O	-1.0	100.2	-28.3	-4.0	-8.0	-4.0	100.4	-0.4	-4.0	96.9	-5.0
Cc1nc(NC(=O)COC(=O)CCC(=O)c2cccs2)c(Cl)cc1Cl	-2.0	105.2	-2.9	-1.0	-1.0	-6.0	104.0	4.2	-5.0	105.0	-3.0
CN(C)c1ccc(/C=N/NC(=O)c2ccccc2)cc1	0.0	98.0	-27.5	1.0	-1.0	-1.0	98.0	10.1	-2.0	95.2	0.0
Cc1ccc(C(=O)NCc2ccccn2)c(Cl)c1	1.0	101.1	-11.1	0.0	0.0	0.0	102.9	-10.6	-1.0	102.7	2.0
CCCC(=O)c1ccc(N2CCN(S(=O)(=O)c3ccc(C)cc3)CC2)c(F)c1	1.0	100.0	2.8	18.0	13.0	7.0	104.9	15.4	7.0	102.9	8.0
CCN(CC)C(=O)C1=C(C)Nc2ncnn2C1c1cccnc1 (centres undefined)	-1.0	98.6	-34.6	-4.0	-4.0	-1.0	99.3	5.9	-2.0	97.5	-3.0
CCOc1ccc(OCC)c(NC(=O)Cn2cccc2)c1	2.0	100.7	-94.7	-8.0	-5.0	0.0	101.4	-3.3	3.0	100.1	-2.0
CC1CCCN(C(=O)CSCC(=O)N=c2sc3ccccc3n2C)C1 (centres undefined)	1.0	102.0	6.5	-8.0	-6.0	0.0	102.1	10.1	6.0	101.8	-6.0
COc1ccccc1N(C(=O)c1ccco1)C(C(=O)NC1CCCC1)c1cccnc1 (centres undefined)	-6.0	99.0	-6.6	1.0	2.0	1.0	103.8	-7.9	-8.0	102.3	-3.0

Bioassay records from PubChem.
